From PubChem
Lamin A splicing – qHTS Assay for Modulators of Lamin A Splicing | HeLa LMNA splicing GFP/RFP minigene ratio, 48 h | Potency, µM (top dose mostly 46.1 µM), inactives show top-dose ratio change, negative = inhibition, hits mostly inhibitors | 200,000 tested, 0.01% active; active = well fitted inhibition curve with a large enough effect in the signal ratio, with a control signal flat, not every such curve was filed as active; inconclusive = small, poorly fitted or top-dose-only effect, or effect the other way, or a change in a side signal; the % refers to the signal ratio; note: potency is the fitted concentration of half-maximal effect; % is set by controls: 0 for no effect and ±100 for the full control effect
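S3 HeLa cells stably expressing lamin A-EGFP splicing minigene plus DsRed2, 600 cells/well, 48 h compound exposure at 37C. Laser-scanning cytometry; analysed as GFP (500-530 nm)/RFP (575-640 nm) total intensity ratio; 0.5% DMSO vehicle.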
IMPase Li cell – qHTS Assay for Identifying the Cell-Membrane Permeable IMPase Inhibitors: Potentiation with Lithium; 210,000 tested, 0.35% active; AID 1457, 2008; CHO-M1 cells, IP1 TR-FRET (IP-One), carbachol + lithium; Potency, µM (highest dose often 59.4 µM), inactives show at the top dose activity, negative = IMPase inhibition, hits mostly inhibitors;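 note: IP1 builds up when IMPase is blocked and the TR-FRET signal falls; potency is the fitted concentration of half-maximal effect; plate controls were basal vehicle for no effect and high inhibitor control for full effect; nearly all actives have a fitted effect of over 50% in size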
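Test compounds were applied to CHO-M1 cells previously cultured for 16–30 h at 2000 per well. A small lithium amount accompanied them; after 30 min at 37C, IP1 was quantified by TR-FRET.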
NPSR antagonist – qHTS Assay for Antagonists of the Neuropeptide S Receptor: cAMP Signal Transduction; CHO-NPSR cells, cAMP TR-FRET, antagonist mode; Q6W5P4; 220,000 tested, 1% active; Potency, µM (top dose mostly 38.3 µM), for inactives: at the highest dose activity change, negative = inhibition, usual class: inhibitors; note: potency is the fitted concentration of half-maximal effect; % is set by controls: 0 for no effect and ±100 for the full control effect; nearly all actives have a fitted effect of over 50% in size; many of its hits are not listed in these tables
Target sequence (Q6W5P4 whole entry, looked up): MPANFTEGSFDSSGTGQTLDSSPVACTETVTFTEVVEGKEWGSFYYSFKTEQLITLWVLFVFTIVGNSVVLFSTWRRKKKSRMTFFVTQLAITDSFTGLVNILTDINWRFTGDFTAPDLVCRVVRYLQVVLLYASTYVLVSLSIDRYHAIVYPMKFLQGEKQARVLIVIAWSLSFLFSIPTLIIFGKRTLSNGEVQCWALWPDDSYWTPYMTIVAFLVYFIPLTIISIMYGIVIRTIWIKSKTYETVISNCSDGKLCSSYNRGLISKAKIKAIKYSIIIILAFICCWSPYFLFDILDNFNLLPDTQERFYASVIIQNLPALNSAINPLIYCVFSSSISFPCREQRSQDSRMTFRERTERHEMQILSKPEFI
KinaseGlo FLuc – Counterscreen for Luciferase (Kinase-Glo TM) Inhibition. Kinase-Glo luciferase, ATP luminescence, 8 min. Luciferin 4-monooxygenase (Photuris pensylvanica), Q27757. Potency, µM (highest dose often 38.3 µM), inactives show at the top dose activity change, negative = inhibition, hits mostly inhibitors. 200,000 tested, 0.28% active; note: potency is the fitted concentration of half-maximal effect; % is set by controls: 0 for no effect and ±100 for the full control effect; nearly all actives have a fitted effect of over 60% in size
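Kinase-Glo luciferase light output from ATP and luciferin was measured with 10 uM ATP, within the enzyme's linear range. Buffer: 50 mM imidazole pH 7.2, 50 mM KCl, 7 mM MgCl2, 0.01% Tween 20, 0.05% BSA; luminescence read after 8 min at ambient temperature.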
HTT aggregate – qHTS Multiplex Assay to Identify Dual Action Probes in a Cell Model of Huntington: Aggregate Formation (GFP). PC12 HttQ103-GFP aggregates, Acumen cytometry, 40 h. 220,000 tested, 1.1% active. Potency, µM (series often up to 46.1 µM), for the others: top-dose activity change, negative = inhibition, actives largely listed as inhibitors. AID 1688, 2009; note: potency is the fitted concentration of half-maximal effect; % is set by controls: 0 for no effect and ±100 for the full control effect; nearly all actives have a fitted effect of over 60% in size
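Steps: seed 1500 PC12 HTTQ103-GFP cells/well; add tebufenozide, 100 nM final; add compound titration; add ATPLite reagent; quantify GFP aggregates by laser scanning cytometry.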
Epigenetic reg – Quantitative High-Throughput Screen for Regulators of Epigenetic Control. murine LDR cells, GFP reporter derepression, 30 h. Potency, µM (highest dose often 53.9 µM), inactives show at the top dose GFP activation, actives largely listed as activators. 280,000 tested, 0.2% active. AID 1865, 2009; note: potency is the fitted concentration of half-maximal effect; % of control where 0% means no effect; nearly all actives have a fitted effect of over 60% in size
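Derepression of a silenced CMV-GFP reporter in murine LDR cells is scored by enumerating GFP-positive cells with a laser-scanning microplate cytometer after 30 hours of treatment at 37 C.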
CBFb-RUNX1 inh – qHTS Assay for Compounds Blocking the Interaction Between CBF-beta and RUNX1 for the Treatment of Acute Myeloid Leukemia; Potency, µM (highest dose often 59.8 µM), without a hit: top-dose activity, negative = inhibition, actives largely listed as inhibitors; 230,000 tested, under 10 active; AlphaScreen CBFb-His/RUNX1-biotin binding, biochemical; Runt-related transcription factor 1 (Homo sapiens) + Core-binding factor subunit beta …; note: % of control where 0% means no effect
Target sequence (Q01196 whole entry, looked up): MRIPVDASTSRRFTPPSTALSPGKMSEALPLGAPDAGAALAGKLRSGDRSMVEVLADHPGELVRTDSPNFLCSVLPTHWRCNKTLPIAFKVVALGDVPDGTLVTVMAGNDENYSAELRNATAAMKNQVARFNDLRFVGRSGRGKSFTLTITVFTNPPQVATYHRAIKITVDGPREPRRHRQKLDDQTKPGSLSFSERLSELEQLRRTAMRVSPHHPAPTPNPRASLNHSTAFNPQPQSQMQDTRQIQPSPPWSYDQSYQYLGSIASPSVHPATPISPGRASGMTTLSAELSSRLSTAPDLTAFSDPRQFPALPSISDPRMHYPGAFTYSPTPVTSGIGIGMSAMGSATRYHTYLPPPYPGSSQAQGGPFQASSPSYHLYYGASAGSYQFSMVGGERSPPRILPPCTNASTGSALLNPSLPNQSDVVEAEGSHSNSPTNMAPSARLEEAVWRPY
Target sequence (Q13951 whole entry, looked up): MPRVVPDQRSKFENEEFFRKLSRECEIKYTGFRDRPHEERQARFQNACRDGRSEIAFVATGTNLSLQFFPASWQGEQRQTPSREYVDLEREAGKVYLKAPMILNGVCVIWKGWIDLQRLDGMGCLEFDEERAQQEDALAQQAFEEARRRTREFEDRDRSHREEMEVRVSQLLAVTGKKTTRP
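Read-out: AlphaScreen. Format: His-CBF-beta with biotinylated RUNX1 (30 nM each) preincubated 20 min, compound 15 min, Ni-chelate plus streptavidin beads 90 min; room temperature throughout.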
An asterisk follows results filed as active; u = inconclusive; x = not tested or not shown; [ ] = another dose, or the depositor's remark. Unless noted, calls come from the whole dose curve; as a rule, active = well fitted curve in the direction sought with a large enough effect; inconclusive = small, poorly fitted or top-dose-only effect, or another doubt; inactive = no such curve, though single readings can be large; an effect the other way counts as inactive or inconclusive.

Under each structure – Lamin A splicing | IMPase Li cell | NPSR antagonist | KinaseGlo FLuc | HTT aggregate | Epigenetic reg | CBFb-RUNX1 inh
CCOC(=O)C1=C(CNCc2ccc(F)cc2)NC(=O)NC1c1cccc([N+](=O)[O-])c1 (configuration not stated)
  x | 23% | -26% | -3% | -14% | -0.6% | 1%
COC(=O)C1C(=O)C2=C(CC1C)NC(C)=C(C(=O)OCc1ccc(OC)cc1)C2c1ccc(C)o1 (configuration not stated)
  5% | 41%[38.3 µM] | -29%[46.1 µM] | 4% | -16% | -1.1% | -10%
O=C(NCc1ccc(-c2nc3ccccc3s2)cc1)c1ccco1
  u | -2% | 11% | -5% | 20% | 1.1% | -8%
O=C(CNC(=O)c1ccco1)OCC(=O)c1ccc(Cl)cc1Cl
  12%[46 µM] | 2% | 12% | 0% | 3%[9.22 µM] | 3.1% | -1%
CCN(C(=O)COC(=O)c1c(-c2ccccc2)noc1C)C1CCS(=O)(=O)C1 (configuration not stated)
  8% | 34%[activator][38.3 µM] | -13%[46.1 µM] | -7% | 1% | 0.0% | -1%
O=S(=O)(NC1CCCCC1)c1ccc(Br)cc1
  -2% | 7%[38.3 µM] | -7%[46.1 µM] | 3% | u | -1.0% | 5%
O=C1C2C=CC=CC2=NC(=S)N1CCN1CCC(=C(c2ccc(F)cc2)c2ccc(F)cc2)CC1 (configuration not stated)
  u | 11% | -17%[46.1 µM] | -2% | x | -0.2% | 0%
O=C(CSc1ccccc1)Nc1cc(S(=O)(=O)N2CCOCC2)ccc1N1CCOCC1
  7%[46 µM] | 1% | -10% | 0% | 21% | -1.5% | 2%
CCN1CCN(C(=O)/C=C/c2ccc([N+](=O)[O-])cc2)CC1
  10% | 6% | 8% | 0% | 8% | -5.1% | 10%
Cc1sc2ncn(CC(=O)NCC(=O)N(C)Cc3ccccc3)c(=O)c2c1C
  -5% | 1% | 4%[46.1 µM] | -1% | -3% | -1.0% | 3%
O=C1CC(CSc2ccc(Cl)cc2)=NN1
  x | x | 23% | x | 7%[9.22 µM] | -1.0% | 0%
CCCc1ccc(-c2ccc(F)c(N)c2)nc1
  -1% | 6%[38.3 µM] | -11%[46.1 µM] | u | 4% | -1.5% | -2%
CCOC(=O)c1cc2sc(C)cc2n1CCCN1C(=O)c2ccccc2C1=O
  -12% | 17%[38.3 µM] | u | -1% | -3% | -1.1% | -2%
COc1ccc(-c2nnc(SC(C)C(=O)Nc3c(C)n(C)n(-c4ccccc4)c3=O)o2)cc1 (configuration not stated)
  u | -28%[38.3 µM] | -1%[46.1 µM] | 1% | -2% | 0.0% | 4%
Cc1cccc(C)c1Nc1nnc(SCc2cn3cccc(C)c3n2)s1
  -7% | x | -29%[46.1 µM] | x | -2% | -0.9% | -9%
COc1ccccc1Oc1ccc2c(c1)C(=O)N(c1ccc(Br)c3cccnc13)C2=O
  u | -27%[38.3 µM] | -12%[46.1 µM] | -4% | -5% | -1.1% | 0%
O=C(NC1CCCC1)C1CCN(C(=O)c2ccc(-c3ccccc3)cc2)CC1
  x | 2% | 16% | -3% | 25%[9.22 µM] | 0.2% | 10%
CCCC(O)(CCN1CCOCC1)c1ccc(Cl)cc1 (configuration not stated)
  x | x | -7% | x | -10%[9.22 µM] | 0.0% | 13%
COc1ccc(NC(=O)NCCCN2CCN(c3cc(C)ccc3C)CC2)cc1
  -29% | 31%[38.3 µM] | 17%[46.1 µM] | 4% | -4% | -0.8% | 7%
Cn1cnnc1SCC(=O)Nc1ccc(S(=O)(=O)N2CCCC2)cc1
  -7% | 27%[38.3 µM] | -8%[46.1 µM] | -2% | 11% | -1.0% | 3%
Cc1cc(C)cc(NC(=O)CSc2ccccc2)c1
  8%[9.22 µM] | 18% | 5% | -1% | -13%[9.22 µM] | -1.0% | u
Cn1c(=NC(=O)c2ccc(S(=O)(=O)N3CCCc4ccccc43)cc2)sc2cc(S(C)(=O)=O)ccc21
  -11% | -14% | 8% | -3% | -6% | 15% | 20%
COc1ccc(C2=CC3=C(Br)C(=O)C(C)(OC(=O)CCc4ccccc4)C(=O)C3=CO2)cc1 (configuration not stated)
  x | 13% | x | -4% | x | -1.1% | -14%
Cc1ccc(NC(=O)c2cc3cc(OC(F)(F)F)ccc3[nH]2)cc1
  x | x | -16% | x | -12%[9.22 µM] | -1.7% | 2%
COC(=O)c1sccc1NC(=S)N1C(C)CCCC1C (configuration not stated)
  -3%[46 µM] | -10% | 7% | 2% | -11% | -3.5% | 6%
Cc1nc2ccc(S(=O)(=O)NC(C(=O)Nc3nccs3)C(C)C)cc2s1 (configuration not stated)
  -14% | 17%[38.3 µM] | -9%[46.1 µM] | -3% | 12% | -0.9% | 5%
Cc1csc(/N=C/N(C)C)c1C#N
  32%[46 µM] | x | -15% | x | 0%[9.22 µM] | 2.2% | 10%
CC(=O)Oc1ccc(C(=O)Nc2cc(C)ccc2NC(=O)COc2ccccc2)cc1
  -4% | 11%[38.3 µM] | u | -6% | -9% | 0.0% | -1%
O=C(COC(=O)Cn1cnc2ccccc21)NCCC1=CCCCC1
  -16% | 17%[38.3 µM] | 2%[46.1 µM] | 0% | -17% | 1.9% | 5%
Cc1nc(NC(=O)C2CC2)sc1C(=O)N(C)C
  -10% | -2% | -14%[46.1 µM] | 4% | -9% | 1.3% | 6%
CC(C)(Nc1ccccc1)C(=O)c1ccccc1
  -3% | 9% | -15% | 3% | 18% | -0.9% | 3%
Cc1ccc2nc(-c3ccc(NC(=O)CCN4C(=O)c5ccccc5C4=O)cc3)sc2c1
  -11% | 5% | -37% | -4% | 25% | -2.2% | -4%
NCCC1CCCC(CCN)N1 (configuration not stated)
  -8% | 2% | 19%[46.1 µM] | -11% | x | -0.2% | 8%
C=CCn1c(-c2ccc([N+](=O)[O-])cc2)n[nH]c1=S
  7% | 14% | -6% | 1% | -9% | 1.1% | -5%
NS(=O)(=O)c1ccc(CCNC(=O)CN2CCCCC2)cc1
  x | 5% | 6% | -1% | 20% | -3.4% | 1%
Cc1cc(OCC(=O)NCCN2CCOCC2)ccc1Br
  11% | 13%[38.3 µM] | -8%[46.1 µM] | -2% | -6% | 0.9% | 2%
Cc1cc(N/N=C/c2ccccc2O)nc(-c2ccccc2O)n1
  u | 16% | -38% | -2% | 2% | 2.1% | 9%
CCCC(=O)NNC(=O)c1c(O)c2ccccc2[nH]c1=O
  x | 2% | 5% | -5% | 17% | -3.3% | -1%
O=C(Nc1ccccc1)c1cccnc1N1CCCC1
  2% | 16%[38.3 µM] | -7%[46.1 µM] | -1% | -3% | 0.8% | 1%
COc1cc([N+](=O)[O-])ccc1NC(=O)CCCOc1cccc(C)c1C
  -3% | 2% | -26%[46.1 µM] | 12% | -3% | 0.0% | -8%
Cc1cccc(OCC(=O)N2CCN(C(=O)CCC3CCCC3)CC2)c1
  u | 18%[38.3 µM] | -22%[46.1 µM] | 10% | -9% | -0.9% | -2%
Cc1ccc(C)c(N(CC(=O)NN=C2CCCCCCC2)S(C)(=O)=O)c1
  5% | 15%[38.3 µM] | -4%[46.1 µM] | 1% | 14% | -2.1% | -12%
Cc1ccnn1CC(=O)N/N=C/c1cn[nH]c1-c1ccc(F)cc1
  x | x | -20% | x | -18%[9.22 µM] | 0.1% | 5%
Cc1ccc(N2C(=O)CC(n3nc(C)cc3C)C2=O)cc1 (configuration not stated)
  7% | -6%[38.3 µM] | -4%[46.1 µM] | -5% | -2% | -2.9% | 7%
CN(C)CCCN(Cc1cc2cc3c(cc2[nH]c1=O)OCCO3)C(=O)NC1CCCCC1
  x | x | 6% | x | -6%[9.22 µM] | -0.4% | 0%
CCC1CCCCN1C(=O)Cn1c(=O)oc2ccccc21 (configuration not stated)
  9% | -1%[38.3 µM] | 0%[46.1 µM] | -1% | -23% | 2.9% | 5%
COc1ccc(NC(=O)c2ccc(Oc3ncccn3)cc2)cc1
  u | 0% | 11% | -2% | 6% | 0.9% | 4%
COc1cc(OC)c(OC)cc1CNCCSc1nnnn1C
  x | 4% | 3% | -1% | x | 0.0% | -7%
Cc1ccc(NC(=O)Cc2ccc3c(c2)CCCC3)cc1C
  u | -7% | -7%[46.1 µM] | 6% | -8% | -0.9% | 13%
COC(=O)CSc1nnc(C2COc3ccccc3O2)n1-c1ccccc1 (configuration not stated)
  0% | 21%[38.3 µM] | -24%[46.1 µM] | 1% | -9% | -1.1% | 1%
Cn1c(SCC(=O)N2CCN(S(=O)(=O)c3ccccc3)CC2)nc2ccccc21
  10% | 13%[38.3 µM] | -9%[46.1 µM] | 0% | 29% | -0.8% | -1%
COc1cc(NC(=O)CCC2CCCC2)cc(-n2cnnn2)c1
  u | 5% | -11% | -3% | -21% | -2.0% | 7%
CC(=O)Nc1ccc2c(CSc3nnc(-c4cccnc4)n3-c3ccc(C)cc3C)cc(=O)oc2c1
  -14% | -15% | -9% | -1% | u | 12% | 6%
O=C1Nc2cc3c(cc2Sc2ccccc21)OCCO3
  -4% | 1%[38.3 µM] | 0%[46.1 µM] | -7% | -1% | 1.9% | 4%
Cc1cc(N2CC(C(=O)O)CC2=O)ccc1Br (configuration not stated)
  10%[0.0737 µM] | -8%[38.3 µM] | -3%[46.1 µM] | 5% | -3% | -0.9% | 0%
CCOC(=O)Cc1nc(-c2cccc(C(F)(F)F)c2)no1
  21%[9.22 µM] | 2% | 15% | 4% | 7% | -0.5% | -2%
COC(=O)C1=CN(Cc2cccs2)C=C(C(=O)OC)C1c1cccc(O)c1
  8%[46 µM] | 4% | 22% | -1% | -18%[9.22 µM] | -0.6% | 25%
COc1ccc(CN(Cc2ccc(OC)cc2)C(=O)c2cccs2)cc1
  x | x | u | x | 24%[9.22 µM] | -4.1% | 22%
CCCCNC(=O)C1CC(c2ccccc2[N+](=O)[O-])=NO1 (configuration not stated)
  12% | -9%[38.3 µM] | -10%[46.1 µM] | -1% | 9% | -1.2% | 0%
O=C(COC(=O)c1cccc2c1C(=O)c1ccccc1C2=O)NC1CCCCC1
  u | 9% | 20% | -1% | 22% | 5.7% | -29%

These rows are one share of the data (hit frequency here may not be typical).
